Platelet DG rel – inhibitors of platelet dense granule secretion, primary screen, cell-based, MLPCN, human platelets; inhibition, %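 (compounds screened at 7.5 µM in platelet-rich plasma)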; human platelet-rich plasma, SFLLRN dense granule ATP release, luminescence; 300,000 tested, 0.22% active;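 active = mean replicate score, as percent of positive control, at or above 50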
Dyrk1A ADPGlo – rat Dyrk1A kinase inhibitors, primary screen, biochemical, single point, plate reader. Dual specificity tyrosine-phosphorylation-regulated kinase 1A (Rattus norvegicus), Q63470. ADP-Glo luminescence, NFATc1 peptide. inhibition, % at 12.5 µM. 310,000 tested, 0.43% active. AID 504441, 2011; in the data active = inhibition above about 50%;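 note: plate controls were vehicle with enzyme for no effect and no enzyme for full effect; many of its hits are not listed in these tables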
KCNQ1 pot – potentiators or activators of KCNQ1 channel, primary screen, cell-based, thallium flux, high-throughput; AID 2648, 2010; CHO-K1 KCNQ1, thallium flux FluxOR fluorescence; stronger effect = higher value; 310,000 tested, 0.35% active; B-score at 10 µM; Potassium voltage-gated channel subfamily KQT member 1 (Homo sapiens), P51787;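 active = fluorescence ratio B-score, a plate-corrected score, at least three library SD, with initial intensity B-score within 5 SD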
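Schedule – 37 °C overnight plating, 90-min dark dye load, 20-min compound pretreatment · System – stable KCNQ1 CHO-K1 line · Probe or stimulus – thallium- and potassium-containing depolarizing buffer · Measured by – kinetic FluxOR fluorescence, 10 s baseline plus 110 s post-stimulus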
KCNK3 block – human KCNK3 channel inhibitors, primary screen, CHO cells, FluxOR thallium flux, B-score | AID 602410, 2012 | B-score at 10 µM | FluxOR fluorescence; stronger effect = lower value | Potassium channel subfamily K member 3 (Homo sapiens), O14649 | 340,000 tested, 0.84% active;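 active = B-score under library mean minus 4 SD, starting fluorescence ratio at most library mean plus 5 SD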;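 note: more negative B-score means stronger inhibition of thallium flux through KCNK3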
TRPC4 inh – inhibitors of mouse TRPC4 channel, primary screen, Fluo4 calcium, HEK293 TRPC4beta/mu-opioid cells. 300,000 tested, 0.39% active. DAMGO-evoked Fluo4 calcium flux; stronger effect = lower value. Short transient receptor potential channel 4 (Mus musculus), Q9QUQ5. B-score at 10 µM;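 active = B-score over 3 SD under the library average, no early fluorescence shift, positive overall ratio signal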
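Material: HEK293 cells with stable TRPC4beta plus mu-opioid receptor expression; probe or stimulus: DAMGO in two steps, submaximal then maximal; technique: Fluo4 calcium fluorescence by kinetic imaging, 5 s 1 Hz baseline; measure: integrated fluorescence ratio relative to baseline, converted to per-well B score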
TRPC4 act – activators of mouse TRPC4 channel, primary screen, Fluo4 calcium, HEK293 TRPC4beta/mu-opioid cells; 310,000 tested, 0.49% active; B-score at 10 µM; Fluo4 calcium fluorescence; stronger effect = higher value;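 active = B-score above 5 SD of library B-scores, and initial fluorescence ratio not above library mean plus 5 SD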;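 note: positive B-score marks a calcium rise read as TRPC4 activation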
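Assay system – TRPC4beta and mu-opioid receptor HEK293 stable cells · Measured by – Fluo4 fluorescence, kinetic · Schedule – dye loading 45 min room temperature, 110 s kinetic read · Read-out – B-scored integrated calcium fluorescence ratio · Controls – buffer and maximal DAMGO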
hERG protect – hERG rescue from dofetilide block, primary screen, cell-based, CHO-hERG, FluxOR thallium flux, dofetilide IC70 | activation (rescue from dofetilide block), less the hit threshold, % at 10 µM | dofetilide IC70 present | AID 1511, 2009 | 310,000 tested, 0.51% active | Voltage-gated inwardly rectifying potassium channel KCNH2 (Homo sapiens), Q12809;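 active = activation above the mean of controls blocked by dofetilide plus 5 SD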;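 note: thallium influx through hERG after potassium depolarization seen as dye fluorescence rise; in these data hits start at about 4.7%; inactives centre near -7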
Target sequence (Q12809 whole entry, looked up): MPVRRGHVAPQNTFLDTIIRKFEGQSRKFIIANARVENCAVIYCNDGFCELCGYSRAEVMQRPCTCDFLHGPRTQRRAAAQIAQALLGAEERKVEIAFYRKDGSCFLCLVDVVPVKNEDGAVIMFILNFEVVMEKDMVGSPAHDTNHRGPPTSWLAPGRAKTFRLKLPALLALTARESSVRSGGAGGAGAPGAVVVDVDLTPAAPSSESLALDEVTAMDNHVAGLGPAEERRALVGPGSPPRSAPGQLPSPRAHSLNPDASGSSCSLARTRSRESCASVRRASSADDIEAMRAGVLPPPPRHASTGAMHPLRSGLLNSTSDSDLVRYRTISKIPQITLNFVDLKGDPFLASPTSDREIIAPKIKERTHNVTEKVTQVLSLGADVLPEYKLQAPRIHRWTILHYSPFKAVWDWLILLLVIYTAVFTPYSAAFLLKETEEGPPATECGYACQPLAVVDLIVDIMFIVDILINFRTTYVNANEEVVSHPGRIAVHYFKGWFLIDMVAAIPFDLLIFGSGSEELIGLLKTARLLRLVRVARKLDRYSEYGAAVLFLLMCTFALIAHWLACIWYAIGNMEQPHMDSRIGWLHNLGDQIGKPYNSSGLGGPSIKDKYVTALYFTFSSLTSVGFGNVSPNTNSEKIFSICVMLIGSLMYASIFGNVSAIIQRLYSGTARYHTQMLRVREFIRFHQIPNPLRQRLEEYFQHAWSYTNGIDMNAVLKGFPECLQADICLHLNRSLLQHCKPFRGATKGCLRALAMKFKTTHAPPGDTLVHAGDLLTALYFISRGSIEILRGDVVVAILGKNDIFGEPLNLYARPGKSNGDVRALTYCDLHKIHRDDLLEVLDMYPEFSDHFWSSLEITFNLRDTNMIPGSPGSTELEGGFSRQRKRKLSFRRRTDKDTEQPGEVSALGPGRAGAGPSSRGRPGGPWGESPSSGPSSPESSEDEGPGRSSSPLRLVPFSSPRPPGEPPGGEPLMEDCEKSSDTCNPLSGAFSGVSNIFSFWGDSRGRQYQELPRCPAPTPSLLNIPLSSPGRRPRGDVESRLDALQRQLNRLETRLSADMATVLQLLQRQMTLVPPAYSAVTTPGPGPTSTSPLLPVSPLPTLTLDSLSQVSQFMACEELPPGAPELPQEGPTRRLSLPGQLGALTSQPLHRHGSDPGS
KCNK9 inh – KCNK9 potassium channel inhibitors, primary screen, HEK293 cells, thallium flux | Potassium channel subfamily K member 9 (Homo sapiens), Q9NPC2 | FluxOR thallium flux fluorescence; stronger effect = lower value | B-score at 10 µM | 310,000 tested, 1.2% active | AID 488922, 2010;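 active = ratio B-score over 3 SD below the library mean, with starting fluorescence within 5 SD of its mean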;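 note: negative B-score means less thallium flux so channel inhibition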
KCNQ1 inh – inhibitors of human KCNQ1 channel, primary screen, cell-based, thallium flux, high-throughput; CHO-K1 KCNQ1, FluxOR thallium flux fluorescence; stronger effect = higher value; B-score at 10 µM; 310,000 tested, 1.3% active;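 active = compounds whose thallium flux B-score, printed positive for inhibition, exceeds three library SD while starting fluorescence stays within three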;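 note: channel opened by potassium depolarization with thallium stimulus after 20 min compound exposure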
TRPC4 potent – positive allosteric modulators of TRPC4, primary screen, cell-based, mouse TRPC4beta, HEK293 mu-opioid, Fluo-4 calcium; Short transient receptor potential channel 4 (Mus musculus), Q9QUQ5; DAMGO EC20, Fluo-4 Ca2+ flux; stronger effect = higher value; B-score at 10 µM; 310,000 tested, 0.42% active;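 active = B-score of calcium response area above 5 SD of library B-scores, with initial fluorescence ratio within 5 SD of library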;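 note: B-score of integrated fluorescence ratio over time as area under calcium response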
PolyA inh – polyadenylation inhibitors in yeast reporter cells, primary screen, luminescence, S. cerevisiae; AID 1875, 2009; 300,000 tested, 0.02% active; S. cerevisiae SKY197-pL101 polyadenylation reporter, beta-gal luminescence; efflux-impaired pdr1/pdr3 knockout yeast; score 100 = 6 SD above DMSO; calls only at 12 µM;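 active = lowest replicate activity score at least 50, where 100 means six control SD above control mean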;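 note: yeast exposed to compound for 9 h at 30 °C; higher score means more reporter readthrough which indicates perturbed polyadenylation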
* hit, by the source's call; i = inactive; / = not tested or not shown. Some of the compounds tested. The share of hits here may be higher or lower than overall.

| Structure | Platelet DG rel | Dyrk1A ADPGlo | KCNQ1 pot | KCNK3 block | TRPC4 inh | TRPC4 act | hERG protect | KCNK9 inh | KCNQ1 inh | TRPC4 potent | PolyA inh |
| --- | --- | --- | --- | --- | --- | --- | --- | --- | --- | --- | --- |
| COc1ccc(C(=O)NCCS(=O)(=O)NCc2ccc(C)cc2)cc1 | 9 | -5 | i | i | i | i | -9 | i | i | i | i |
| Cn1c(CC(=O)Nc2ccccc2)nnc1SCC(=O)c1ccccc1 | 1 | -5 | i | i | i | i | -10 | i | i | i | i |
| N#Cc1nc(-c2ccccc2F)oc1NCCN1CCOCC1 | 1 | -17 | i | i | i | i | -6 | i | i | i | i |
| O=C1NCCCCC1NS(=O)(=O)c1cccc(C(F)(F)F)c1 (centres undefined) | -1 | -4 | i | i | i | i | -4 | i | i | i | i |
| Cc1ccccc1C(=O)Nc1c(C(=O)N(CCN(C)C)Cc2ccco2)oc2ccccc12 | 8 | -2 | i | i | -6* | 45* | -15 | i | i | i | i |
| Cc1cc(C)n(-c2nnc3n2N=C(c2ccccc2)CS3)n1 | -9 | -8 | i | i | i | i | -5 | i | i | i | i |
| CC(=O)Nc1cccc(N(C(=O)C2COc3ccccc3O2)C(C(=O)NC2CCCCC2)c2cn(C)nc2C)c1 (centres undefined) | 2 | 1 | i | i | i | i | -2 | i | i | i | i |
| Clc1cccc(C2Nc3cccc4cccc(c34)N2)c1Cl | 6 | 25 | i | i | i | i | -12 | i | 10* | i | i |
| O=C(CCNC(=O)C1CCN(S(=O)(=O)c2ccccc2)CC1)Nc1cccc(C(F)(F)F)c1 | 27 | 9 | i | i | i | i | -8 | i | i | i | i |
| COC(=O)c1ccccc1NC(=O)Oc1ccc(C(C)C)cc1 | -5 | -1 | i | i | i | i | -10 | i | i | i | i |
| CCOc1ccccc1NC(=O)CSc1ccc2nnc(-c3cccnc3)n2n1 | -21 | / | i | i | i | i | -16 | i | i | i | i |
| O=c1cc(-c2ccco2)nc(-c2cccs2)o1 | -4 | 2 | i | i | i | i | -7 | i | i | i | i |
| c1ccc(NC2=Nc3ccccc3CS2)cc1 | 16 | 4 | i | i | i | i | -8 | i | i | i | i |
| COc1ccc(S(=O)(=O)c2ccc(OCC3CO3)cc2)cc1 (centres undefined) | 1 | -3 | i | i | i | i | -7 | i | i | i | i |
| Cc1c(O)c(=O)c2ccccc2n1C | 1 | 4 | i | i | i | i | -6 | i | i | i | i |
| O=C(NC(NNc1ccc([N+](=O)[O-])cc1)(C(F)(F)F)C(F)(F)F)c1ccccc1Cl | 1 | 0 | i | i | i | i | -9 | i | i | i | i |
| COc1ccc2nc(C)cc(N/N=C/c3cccc(OC)c3O)c2c1 | -23 | / | i | i | i | i | -4 | i | i | i | / |
| Cc1c(C(C)(C)O)[nH]c2cc(C(F)(F)F)ccc12 | 0 | 2 | i | i | i | i | -8 | i | i | i | i |
| O=C(CSc1nc2ncccc2[nH]1)c1cccc([N+](=O)[O-])c1 | 10 | -2 | i | i | i | i | -8 | i | i | i | i |
| O=C(CC1CCOCC1)Nc1ccc(Cl)c(Cl)c1 | 2 | 2 | i | i | i | i | -11 | i | i | i | i |
| CCOc1cccc(NC(=O)C2CC(=O)N(c3ccc(F)cc3)C2)c1 (centres undefined) | 0 | 5 | i | i | i | i | 1 | i | i | i | i |
| CCOc1ccccc1NC(=O)CN(c1ccc(Cl)cc1)S(C)(=O)=O | 2 | 1 | i | i | i | i | -9 | i | i | i | i |
| COc1ccc(-c2csc(/C(C#N)=C/Nc3ccc4c(c3)OCCO4)n2)cc1 | 3 | -2 | i | i | i | i | -13 | i | i | i | i |
| CCCCN(CC)C(=O)c1cccc(Cl)c1 | -4 | 1 | i | i | i | i | -14 | i | i | i | i |
| O=C(CSc1nnc(NC(=O)C2CC(=O)N(c3ccccc3)C2)s1)NCC1CCCO1 (centres undefined) | -6 | 1 | i | i | i | i | -6 | i | i | i | i |
| Cc1cc(C)c(NC(=O)C2CCCO2)c(C)c1 (centres undefined) | 6 | 0 | i | i | i | i | -13 | i | i | i | i |
| O=S(=O)(CCc1nc2ccccc2[nH]1)c1ccc(Br)cc1 | 7 | -3 | i | i | i | i | -10 | i | i | i | i |
| Cc1ccc2nc(NC(=O)CSc3nc4c(c(=O)n3C)SC(C)C4)sc2c1 (centres undefined) | -13 | 14 | i | i | i | i | -7 | i | i | i | / |
| CCN1CCN(S(=O)(=O)c2ccc(Cl)c(C(=O)N(C)Cc3cccc(OC)c3)c2)CC1 | -20 | 16 | i | i | i | i | -7 | i | i | i | i |
| CCOC(=O)c1cc2c(ccn2C)n1CC(=O)N1CCCC(C)C1 (centres undefined) | 2 | 0 | i | i | i | i | -4 | i | i | i | i |
| C/C(=N\NC(=O)c1ccccc1C)c1cccc([N+](=O)[O-])c1 | 0 | 4 | i | i | i | i | -14 | i | i | i | i |
| CCOC(=O)C1CCCN(C2CC(=O)N(c3ccc(N4C(=O)CC(N5CCCC(C(=O)OCC)C5)C4=O)cc3)C2=O)C1 (centres undefined) | 1 | -5 | i | i | i | i | -12 | i | i | i | i |
| CCc1ccc(NC(=O)CCNS(=O)(=O)c2cccc3nonc23)cc1 | 3 | -1 | i | i | i | i | -3 | i | i | i | i |
| CCOc1ccc(CN2CCN(Cc3c(C)nn(CC)c3C)CC2CCO)cc1 (centres undefined) | 2 | -8 | i | i | i | i | -9 | i | i | i | i |
| CCC(C(=O)OCC(=O)Nc1ccc(OC)cc1OC)c1ccccc1 (centres undefined) | -2 | / | i | i | i | i | -7 | i | i | i | i |
| O=C(NC1CCCC1)C(c1cccnc1)N(C(=O)c1csnn1)c1ccc(F)cc1 (centres undefined) | -25 | 3 | i | i | i | i | -10 | i | i | i | i |
| Cc1ccc(-c2nc(CN3CCN(c4cnccn4)CC3)c(C)o2)o1 | 9 | 0 | i | i | i | i | -5 | i | i | i | i |
| COc1ccc2c(C)cc(SCC(=O)Nc3cc(C(N)=O)cc(C(N)=O)c3)nc2c1 | -2 | -5 | i | i | i | i | -21 | i | i | i | i |
| Cc1cc(CNC(=O)c2cccnc2Cl)c2ccccc2n1 | -1 | 8 | i | i | i | i | -11 | i | i | i | i |
| CCn1c(NCc2cccs2)nc2ccccc21 | 12 | 6 | i | i | i | i | -6 | i | i | i | i |
| CCn1c(/C=C/c2ccccc2)nc2ccccc2c1=O | 2 | -2 | i | i | i | i | -21 | i | i | i | i |
| CCOCCCN(C)C1CCN(S(=O)(=O)c2csc(C(N)=O)c2)CC1 | 8 | / | i | i | i | i | -4 | i | i | i | i |
| O=C(c1ccc(F)cc1)C1CCN(C(=O)c2ccc(F)cc2)CC1 | -1 | -3 | i | i | i | i | 0 | i | i | i | i |
| CCOc1cc(C(=O)NCCc2ccc(S(N)(=O)=O)cc2)cc(OCC)c1OCC | -3 | 1 | i | i | i | i | -10 | i | i | i | i |
| O=C1Nc2ccccc2OC1CC(=O)N1CCOCC1 (centres undefined) | 7 | 0 | i | i | i | i | -3 | i | i | i | i |
| O=C(NC(=S)NCc1ccc(-c2nc3ccccc3s2)cc1)c1ccco1 | -2 | -1 | i | i | i | i | 5.5* | i | i | i | i |
| CCN(CC)CCn1c(SCC(=O)NCc2ccccc2)nc2c(sc3ccccc32)c1=O | 10 | 6 | i | i | i | i | -11 | i | i | i | i |
| COC(=O)c1sc(N2C(=O)C(O)=C(C(=O)c3ccc(C)o3)C2c2ccco2)nc1C (centres undefined) | 3 | -1 | i | i | i | i | -5 | i | i | i | i |
| CCOC(=O)c1c(C)n(-c2ccc(C)cc2)c2ccc(O)c(CN(C)C)c12 | 10 | -2 | i | -9.8* | i | i | -24 | i | 6* | i | / |
| CC(C)n1c(-c2ccncc2)n[nH]c1=S | -4 | 11 | i | i | i | i | -6 | i | i | i | i |
| COc1cccc(C(=O)NC2CCCc3ccccc32)c1 (centres undefined) | 0 | 0 | i | i | i | i | -6 | i | i | i | i |
| CCCn1c(C(C)Nc2nc(-c3ccc(C)cc3)cs2)nc2cc(Cl)c(Cl)cc21 (centres undefined) | -1 | -1 | i | i | i | i | -8 | i | i | i | i |
| NC(=O)c1ccsc1NC(=O)COC(=O)c1cc(Cl)ccc1O | 7 | 4 | i | i | i | i | -18 | i | i | i | i |
| CCOc1ccc(NCc2nnc(SCC(=O)Nc3cc(C)on3)n2-c2ccccc2OC)cc1 | -7 | 5 | i | i | i | i | -11 | i | i | i | i |
| Cn1c(NN)nc2ccccc2c1=O | -4 | 25 | i | i | i | i | -14 | i | i | i | / |

Compound profiles (already shown). Order of values: Platelet DG rel	Dyrk1A ADPGlo	KCNQ1 pot	KCNK3 block	TRPC4 inh	TRPC4 act	hERG protect	KCNK9 inh	KCNQ1 inh	TRPC4 potent	PolyA inh
COc1cccc(C(=O)NC2CCCc3ccccc32)c1 (centres undefined) across the screens: 0	0	i	i	i	i	-6	i	i	i	i
CCN(CC)CCn1c(SCC(=O)NCc2ccccc2)nc2c(sc3ccccc32)c1=O across the screens: 10	6	i	i	i	i	-11	i	i	i	i
CCOC(=O)c1c(C)n(-c2ccc(C)cc2)c2ccc(O)c(CN(C)C)c12 across the screens: 10	-2	i	-9.8*	i	i	-24	i	6*	i	/
O=C1Nc2ccccc2OC1CC(=O)N1CCOCC1 (centres undefined) across the screens: 7	0	i	i	i	i	-3	i	i	i	i
